UBC13 inh = UBC13 polyubiquitin chain formation inhibitors, primary screen, biochemical, TR-FRET, uHTS; Ubiquitin-conjugating enzyme E2 N (Homo sapiens), P61088; inhibition, % at 20 µM; 0.47% of 330,000 active; in the data active means inhibition above about 45%, passing the limit was not always enough
Target sequence (P61088 whole entry, looked up): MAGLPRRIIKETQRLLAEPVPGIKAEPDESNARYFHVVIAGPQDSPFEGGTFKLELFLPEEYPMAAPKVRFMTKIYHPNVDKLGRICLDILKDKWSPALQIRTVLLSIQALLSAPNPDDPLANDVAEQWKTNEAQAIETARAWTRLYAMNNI
CXCR6 inh = CXCR6 receptor inhibitors, primary screen, cell-based, beta-arrestin, luminescence, CHO-K1 PathHunter, 1536-well | C-X-C chemokine receptor type 6 (Homo sapiens), O00574 | inhibition, % at 20 µM | 0.36% of 360,000 active | AID 602244, 2012; in the data active means inhibition above about 34%, passing the limit was not always enough;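 further: antagonist mode with CXCL16 agonist at 10 nM final; 0% = 10 nM CXCL16 with DMSO and 100% = unstimulated wells without agonist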
APJ antag = antagonists of human apelin receptor APJ, primary screen, CHO-K1 cells, beta-arrestin complementation, luminescence | inhibition, % at 20 µM | P35414 | 0.32% of 330,000 active;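 active means inhibition above about 40% at 20 µM, limit read from the data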;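 further: cells challenged with 10 nM apelin-13 agonist together with compound; plate controls were apelin-13 plus DMSO wells for no effect and DMSO wells lacking apelin-13 for full effect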
ATG4B inh = ATG4B protease inhibitors, primary screen, biochemical, fluorescence, uHTS. ATG4B cleavage of LC3-PLA2, NBD-HPC fluorescence, 1 h. Cysteine protease ATG4B (Homo sapiens), Q9Y4P1. 0.51% of 340,000 active. inhibition, % at 8.33 µM; in the data active means inhibition above about 40%
Target sequence (Q9Y4P1 whole entry, looked up): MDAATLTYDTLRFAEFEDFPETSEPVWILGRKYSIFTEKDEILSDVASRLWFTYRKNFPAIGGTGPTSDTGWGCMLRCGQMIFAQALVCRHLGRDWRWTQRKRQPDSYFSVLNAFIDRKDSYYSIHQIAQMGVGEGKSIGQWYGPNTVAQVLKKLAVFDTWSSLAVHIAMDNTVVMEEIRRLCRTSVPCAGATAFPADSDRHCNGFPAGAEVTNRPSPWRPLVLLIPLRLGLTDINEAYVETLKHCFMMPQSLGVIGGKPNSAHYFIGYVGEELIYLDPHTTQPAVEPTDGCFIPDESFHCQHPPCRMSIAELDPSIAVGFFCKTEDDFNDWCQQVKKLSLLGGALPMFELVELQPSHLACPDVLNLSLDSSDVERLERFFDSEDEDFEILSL
CCR6 antag = CCR6 receptor antagonists, primary screen, cell-based, CHO-K1, luminescence, beta-arrestin, uHTS. C-C chemokine receptor type 6 (Homo sapiens), P51684. CHO-K1 CCR6 PathHunter beta-arrestin, CCL20-stimulated. inhibition, % at 20 µM. 0.49% of 340,000 active. AID 493098, 2011;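 active means compounds whose inhibition of the agonist-driven luminescence signal at 20 µM reaches about 50%, limit read from the data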;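 further: cells stimulated with CCL20 at 14 nM final; plate controls were DMSO with CCL20 for no effect and DMSO without agonist for full effect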
Target sequence (P51684 whole entry, looked up): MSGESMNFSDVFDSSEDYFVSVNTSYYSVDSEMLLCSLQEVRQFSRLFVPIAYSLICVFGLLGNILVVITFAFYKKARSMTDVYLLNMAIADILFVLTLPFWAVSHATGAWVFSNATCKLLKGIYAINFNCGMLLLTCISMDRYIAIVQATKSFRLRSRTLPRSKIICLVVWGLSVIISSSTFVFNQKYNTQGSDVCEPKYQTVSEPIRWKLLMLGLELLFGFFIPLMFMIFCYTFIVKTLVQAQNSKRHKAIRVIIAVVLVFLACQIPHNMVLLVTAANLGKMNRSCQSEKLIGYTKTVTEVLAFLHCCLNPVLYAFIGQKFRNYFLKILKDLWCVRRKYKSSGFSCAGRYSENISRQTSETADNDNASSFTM
APJ agonist = agonists of human apelin receptor APJ, primary screen, CHO-K1 cells, PathHunter beta-arrestin, luminescence | activation, % at 20 µM | P35414 | 0% DMSO wells, 100% apelin | 0.11% of 330,000 active;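 active means activation more than six SD over the plate average, tested at 20 µM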;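 further: 0% = DMSO alone and 100% = apelin-13 at 10 nM; some results filed as inactive read as strong as hits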
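Assay system: CHO-K1 APJ beta-arrestin complementation cell line / Compound: single test compound dose, 20 µM final, 1% DMSO / Times: overnight seeding, 90 min compound at 25 °C, 1 h detection / Technique: beta-gal luminescence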
EBI2 block = EBI2 receptor antagonists, beta-arrestin recruitment, primary screen, cell-based, luminescence, 7a,25-OHC stimulation, uHTS. 0.81% of 360,000 active. inhibition, % at 5 µM. G-protein coupled receptor 183 (Homo sapiens), P32249. 7a,25-OHC stimulated; in the data active means inhibition above about 38%;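 further: enzyme fragment complementation signal reports receptor beta-arrestin coupling in cells; 0% = agonist plus DMSO wells and 100% = wells without agonist; some results beyond the cut were filed as inactive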
Gli-Sufu antag = Gli-Sufu pathway antagonists, primary screen, luciferase luminescence, Sufu-KO-LIGHT cells, uHTS. Sufu-KO-LIGHT fibroblasts, Gli luciferase reporter luminescence. 0.74% of 340,000 active. inhibition, % at 5 µM;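 active means inhibition above about 55%, limit read from the data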;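 further: 0% = DMSO-treated cells and 100% = wells with medium but no cells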
Starred values were filed as active, the others as inactive; i = inactive; . = not tested or not shown; & = joins results of further samples. Only part of the results is shown; rates above refer to the full screens.

SMILES	UBC13 inh	CXCR6 inh	APJ antag	ATG4B inh	CCR6 antag	APJ agonist	EBI2 block	Gli-Sufu antag
CCOc1ccc(N=Cc2c(O)n(-c3ccc(C)c(C)c3)c(=O)[nH]c2=O)cc1	-7	2	-3	7	10	4	29	-3
Nc1c(Cl)cc([N+](=O)[O-])cc1Cl	-5	1	-8	-7	11	0	1	-4
CCCCn1c(O)c(C=NCCCN(CC)CC)c(=O)[nH]c1=O	4	-3	4	-1	-9	-4	-4	-1
CCn1cc(CN2CCCC(C(=O)c3sccc3C)C2)cn1 (centres undefined)	0	-4	7	-1	-2	-2	-13	-8
CC(=O)c1c(C)n(C2CCCCC2)c2ccc(O)cc12	6	-3	-1	6	8	-1	11	-18
C=COCCn1c(C)c(C(=O)OCC)c2cc(O)ccc21	-4	2	0	4	-13	-1	5	-19
Cc1ccc(S(=O)(=O)NC(Cc2cnc[nH]2)C(=O)O)cc1 (centres undefined)	-5	2	-21	-1	1	6	-11	3
CCCN(CCC)[C@@H]1CCc2cccc(O)c2C1	-10	9	10	-10	-7	-7	4	2
OC(COCc1ccc(Cl)cc1)CN1CC=C(c2ccccc2)CC1 (centres undefined)	-16	-13&-6	7	-5&-19	-3&6	1	-3&-4	-22&7
CCN(CC)c1ccc(N=Cc2c(O)[nH]c(=O)[nH]c2=O)cc1	-28	-6	-18	3	-10	2	0	-1
CN1CCN(/N=C/c2c(O)n(C)c(=O)n(C)c2=O)CC1	3	-3	-2	-5	2	-4	-8	2
O=P(C(=Nc1ccc(Cl)cc1)N1CCOCC1)(N1CCOCC1)N1CCOCC1	-6	13	11	4	14	0	0	-2
CC(=O)Cc1ccc(OC(C)C)cc1	1	11	-13	-5	-5	0	0	-10
Cc1cccc(N2C(=O)NC(=O)/C(=C\C=C\c3ccco3)C2=O)c1	-5	32	-5	-6	35	0	7	-1
Fc1ccccc1CCNCc1cccc2ccccc12	6	3	-11	5	5	2	7	7
O=c1c(/C=N/N2CCOCC2)c(O)n(-c2ccccc2)c(=S)n1-c1ccccc1	-3	2	10	-6	2	-1	-1	-6
CCC1(CC)C(=O)NC(=NCCc2c[nH]c3ccccc23)NC1=O	0	-10	-2	-1	9	-2	-9	3
NP(=O)(Oc1ccc(Cl)cc1)Oc1ccc(Cl)cc1	6	-3	-8	16	3	-2	-1	2
CCN(CC)CCCN=Cc1c(O)n(CCc2ccc(F)cc2)c(=O)[nH]c1=O	5	0	8	-1	8	-3	-10	4
C[C@]12CC[C@H]3[C@@H](CCC4=CC(=O)CC[C@@H]43)[C@@H]1CC[C@@H]2O	10	4	2	-2	1	-2	5	14
CCC(=Nc1cc(OC)ccc1OC)c1c(O)[nH]c(=O)[nH]c1=O	3	3	-14	-5	0	3	-14	-5
Cc1ccc(OCCn2cccc2/C=C2/C(=O)NC(=O)N(Cc3ccco3)C2=O)cc1	5	-3	-5	9	4	-4	1	-2
N#CC1=C(N)Oc2cc(O)ccc2C1c1ccc2c(c1)OCO2 (centres undefined)	8	-12	12	8	12	-2	-1	-7
O=C1NC(=S)N(c2ccccc2)C(=O)/C1=C/c1ccco1	-21	9	3	59*	42	-3	-8	26
CN1CCN(c2ccc(/C=C3\C(=O)NC(=S)N(c4cccc(Br)c4)C3=O)o2)CC1	i	22	28	-8	43	-4	23	13
CCOC(=O)C1=C(N)OC2=C(C(=O)CCC2)C12C(=O)N(C)c1ccccc12 (centres undefined)	-7	-1	-15	-3	-2	4	5	-22
CN1CCN(/N=C/c2c[nH]c3ccccc23)CC1	-15	6	-7	-10	13	5	-6	-2
COC(=O)c1ccccc1N=Cc1c(O)[nH]c(=S)[nH]c1=O	-5	7	1	2	-5	-4	12	7
C[N+](C)(C)CC(=O)O	5	1	6	-3	8	1	0	-3
O=C(C(=O)N1CCOCC1)c1cn(Cc2c(F)cccc2Cl)c2ccccc12	34	-3	17	-9	-8	-7	3	4
C=C(C)CSc1nnc([C@@H](N)Cc2c[nH]c3ccccc23)o1	-7	0	8	-5	9	-4	3	1
CN(C)[C@@H]1C(=O)C(C(N)=O)=C(O)[C@@]2(O)C(=O)C3=C(O)c4c(O)ccc(Cl)c4[C@@](C)(O)C3C[C@@H]12 (some centres undefined)	.	5	.	80*	5	.	-7	14
O=C1NC(=S)N(c2ccc(Br)cc2)C(=O)/C1=C/N1CCN(C(=O)c2ccco2)CC1	-5	9	3	-3	20	-1	3	-3
CCCCCn1c(=O)c(C(=O)Nc2nc3ccccc3[nH]2)c(O)c2ccccc21	44	10	-1	6	14	1	1	-1
C=Cc1ccc(Cn2c(C(=O)O)c(C=O)c3ccccc32)cc1	-11	0	3	9	11	-2	1	-5
C1=C(CCNCc2ccccc2)CCCC1	6	5	39	-8	0	-5	-12	6
CCN(CC)CCCN=Cc1c(O)n(CCc2ccc(OC)c(OC)c2)c(=O)[nH]c1=O	-1	-8	7	1	-4	-5	5	2
COC(=O)c1ccccc1-n1c(C)nc2ccccc2c1=O	-3	-4	12	-1	7	0	-7	-4
CN1C(=O)/C(=C\c2ccc(N3CCCCCC3)cc2)C(=O)NC1=S	-2	4	-25	-5	6	-4	7	-4
Cc1cccc(NC(=O)N2C[C@H]3C[C@@H](C2)c2cccc(=O)n2C3)c1	-2	1	2	-1	3	-1	-5	-1
CN1CCN(c2ncnc3nc[nH]c23)CC1	10	-1	-3	3	-3	-2	-3	-1
CCOC(=O)[C@]12Cc3ccsc3[C@H]1N(Cc1ccccc1)C(=O)c1ccccc12	.	10	.	15	25	.	2	-3
CCCN(CC1CC1)CC(O)c1ccccc1 (centres undefined)	5	-1	-4	9	-1	-3	0	23
CCN1c2nc3ccccn3c(=O)c2CC2(C(=O)N(C)C(=O)N(C)C2=O)C1C (centres undefined)	11	5	0	-6	0	-3	-1	1
O=C(c1cc(S(=O)(=O)N2CCOCC2)ccc1F)N1CCC2(CC1)OCCO2	2	3	21	7	-8	-2	-14	-1
O=[N+]([O-])c1ccc(Cl)c([N+](=O)[O-])c1	-8	-24	-18	-3	-17	19	-4	1
COC(=O)C1=C(c2ccc(S(C)(=O)=O)cc2)C[C@@H]2CC[C@H]1N2C(=O)NC1CCCCC1	0	-8	-6	5	-9	3	-7	3
O=c1[nH]c(=S)n(C2CCCCC2)c(O)c1/C=N/N1CCOCC1	-6	3	6	-4	5	-1	10	0
CN1CCN(CCC(=O)OC2CC3CCC(C2)N3C)CC1 (centres undefined)	3	-2	-11	-5	-2	-7	3	-3
COc1ccc(C(=O)CN2CCOCC2)cc1F	-3	4	12	-5	16	-4	-8	2
Cc1c(C)c2ccc(OCC(=O)N3C[C@H]4C[C@@H](C3)c3cccc(=O)n3C4)c(C)c2oc1=O	6	6	18	-17	2	-3	0	7
Cc1nn(Cc2ccccc2)c(C)c1C=C1C(=O)NC(=O)NC1=O	3	-8	-18	-4	0	0	5	.
N[C@H](CO)Cc1ccccc1	.	1	.	-8	7	.	-6	2
COc1cc(C2(C#N)CCN(C)CC2)cc(OC)c1OC	.	-3	.	1	-1	.	2	2
Cc1nn(Cc2ccccc2)c(Cl)c1C(=O)O	-8	22	-16	-8	-1	0	-10	0
N[C@@]1(C(=O)O)CC[C@@H](C(=O)O)C1	0	-3	2	1	-3	-2	-4	-22
CC(C)OCC(O)CN1CC2C[C@@H](C1)Cn1c2cccc1=O (some centres undefined)	0	5	0	-5	-3	-5	-2	1
CC=C(C)C1(CCC)C(=O)NC(=S)NC1=O	.	0	.	1	10	.	7	4
COc1ccc(N2C(=O)CC(N3CCC(n4c(=O)[nH]c5ccccc54)CC3)C2=O)cc1 (centres undefined)	6	-9	-6	-10	-28	2	1	14
O=c1c2ccc(Cl)cc2[nH]c(=S)n1-c1cccnc1	41	-16	-9	-3	-6	-3	-3	-10

By substructure, the compounds so far containing a cyano group (two)
SMILES	UBC13 inh	CXCR6 inh	APJ antag	ATG4B inh	CCR6 antag	APJ agonist	EBI2 block	Gli-Sufu antag
N#CC1=C(N)Oc2cc(O)ccc2C1c1ccc2c(c1)OCO2 (centres undefined)	8	-12	12	8	12	-2	-1	-7
COc1cc(C2(C#N)CCN(C)CC2)cc(OC)c1OC	.	-3	.	1	-1	.	2	2

A different layout for part of the listing above.
structure | UBC13 inh | CXCR6 inh | APJ antag | ATG4B inh | CCR6 antag | APJ agonist | EBI2 block | Gli-Sufu antag
Cc1nn(Cc2ccccc2)c(C)c1C=C1C(=O)NC(=O)NC1=O | 3 | -8 | -18 | -4 | 0 | 0 | 5 | .
N[C@H](CO)Cc1ccccc1 | . | 1 | . | -8 | 7 | . | -6 | 2
COc1cc(C2(C#N)CCN(C)CC2)cc(OC)c1OC | . | -3 | . | 1 | -1 | . | 2 | 2

Additional results.
SMILES	UBC13 inh	CXCR6 inh	APJ antag	ATG4B inh	CCR6 antag	APJ agonist	EBI2 block	Gli-Sufu antag
O=C1NC(=O)C(=CN2CCc3ccccc32)C(=O)N1	-18	-11	0	3	14	0	-1	-3
CCOC(=O)c1c(-n2c(C)cc(/C=C3/C(=O)NC(=O)N(CC)C3=O)c2C)sc2c1CCCC2	-7	27	12	-1	48	0	10	3
COc1ccc(-c2nn(Cc3ccccc3)cc2C(=O)NC2CC2)cc1OC	-7	-6	-6	-8	0	1	-7	-8
COC(=O)C1=C(c2ccccc2)C[C@@H]2CC[C@H]1N2C(=O)NCc1cccc2ccccc12	3	0	0	-1	7	5	4	-1
C[C@](N)(CCP(=O)(O)O)C(=O)O	5	1	-7	10	4	-1	0	-2
CCC1(OC(=O)CN)C(=O)OCc2c1cc1n(c2=O)Cc2cc3ccccc3nc2-1 (centres undefined)	.	6	.	-5	9	.	4	82*
CCCOc1ccccc1C1SCC(=O)Nc2c1c(=O)[nH]n2C(C)CCC (centres undefined)	2	2	11	-9	19	-3	-11	4
CC(=NCC1CCCO1)c1c(O)n(C2CCCCC2)c(=O)[nH]c1=O (centres undefined)	-2	-2	3	-5	6	2	-2	7
Cc1cc(C(=O)NP(=O)(N2CCOCC2)N2CCOCC2)c(C)n1C1CC1	-5	9	13	-4	9	-2	-5	4
CCOc1cccc(OCC)c2c(C)[n+](CC3CCCO3)c(C)c1-2 (centres undefined)	-6	16	14	-4	7	3	-3	21
Cc1cccc(N/N=C/c2c(O)[nH]c(=S)[nH]c2=O)c1	-1	-9	-57	-13	5	9	-8	-5
CCn1c(O)c(C(c2ccccn2)c2c(O)n(CC)c(=S)[nH]c2=O)c(=O)[nH]c1=S	-24	-2	17	-4	8	-2	-15	-19
C=CCN1C(=O)/C(=C\c2ccc(N3CCOCC3)o2)C(=O)NC1=S	i	5	22	-10	34	-3	-17	-11
O=C(Cn1cc(C(=O)c2ccccc2F)c2ccccc21)NCc1ccco1	1	0	8	2	2	1	2	-22
N=C1c2ccccc2CN1NC(=O)c1ccc(Br)cc1	-6	4	-13	-3	14	-4	-23	5
COc1ccc(C2NCCc3[nH]cnc32)cc1 (centres undefined)	0	-3	9	-6	-11	1	0	-6
CC(=NCCC1=CCCCC1)c1c(O)n(C)c(=O)n(C)c1=O	8	8	11	-4	12	-3	6	9
COc1cc(OC)c(OC)cc1CN1CCN(C(=O)Cc2ccccc2)CC1	-9	0	8	1	-7	-3	-3	12
CCCCC/C(=N/O)c1c(C)[nH]c2ccccc12	10	-8	-21	-4	-9	1	-3	4
Cc1nn(Cc2ccccc2)c(Cl)c1C(=O)OCC(=O)N1CCCC1	4	0	3	-4	-2	-3	-7	-9

Assay outcomes from PubChem BioAssay.
